Assay outcomes from PubChem BioAssay.
RmlCD inh 1536 – M. tuberculosis RmlC/RmlD inhibition. P9WH09+P9WH11. RmlC+RmlD coupled enzyme assay, percent inhibition; primary screen in compound mixtures. inhibition, % at 3.6 µM. 0.03% of 160,000 active; in the data active = inhibition mostly above about 34%, no sharp cut-off; inconclusive = no clear call, values can overlap the other calls; inactive = mostly below about 22%; note: some results filed as inactive read as strong as hits
Target sequence (P9WH09 whole entry, looked up): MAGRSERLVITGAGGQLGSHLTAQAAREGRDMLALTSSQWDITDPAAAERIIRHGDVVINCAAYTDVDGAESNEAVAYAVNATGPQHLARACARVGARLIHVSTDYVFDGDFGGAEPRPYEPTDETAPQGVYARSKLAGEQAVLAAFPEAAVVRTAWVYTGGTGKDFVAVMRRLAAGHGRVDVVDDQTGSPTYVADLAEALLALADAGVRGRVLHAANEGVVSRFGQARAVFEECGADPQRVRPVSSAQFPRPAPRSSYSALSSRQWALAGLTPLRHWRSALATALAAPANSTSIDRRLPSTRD
Target sequence (P9WH11 whole entry, looked up): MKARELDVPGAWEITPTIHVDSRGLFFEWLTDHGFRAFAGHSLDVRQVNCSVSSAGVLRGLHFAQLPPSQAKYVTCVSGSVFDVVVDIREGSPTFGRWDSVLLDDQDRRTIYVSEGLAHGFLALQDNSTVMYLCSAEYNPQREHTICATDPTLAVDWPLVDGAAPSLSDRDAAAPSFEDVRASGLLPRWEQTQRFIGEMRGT
GlmU inhibition – inhibition of mycobacterial GlmU enzyme – biochemical, glucosamine-1-phosphate acetyltransferase (AID 1376); M. tuberculosis GlmU acetyltransferase enzyme assay; higher % means a stronger effect; inhibition, %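 (tested at 30 µM in the primary screen)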; hits with a dose series show IC50 in µM; 0.25% of 220,000 active; in the data active = inhibition above about 13%; inconclusive = no clear call, values can overlap the other calls;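 note: 0% = complete reaction with vehicle and 100% = reaction without substrate; strong numbers were not always called active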
Active calls of the source: *; ? = inconclusive; nt = no result given. These rows are one share of the data. The share of hits here may be higher or lower than overall.

Each structure is followed by: GlmU inhibition, RmlCD inh 1536
> CC(=O)Nc1ccc(S(=O)(=O)Nc2nc3ccccc3nc2-n2ccc(=NC(=O)c3ccc(F)cc3)cc2)cc1
  2.9%, 3.7
> S=C(Nc1ccccc1Cl)N1CCOCC1
  8.9%, nt
> CCN1CCN(C(CC(C)C)c2nnnn2CS(=O)(=O)c2ccc(C)cc2)CC1 (centres undefined)
  0.1%, -4.0
> Cc1ccsc1/C=N/NC(=O)C1CC(=O)N(c2ccc(F)cc2)C1 (centres undefined)
  -3.5%, 22.3
> Oc1ccc(/C=C/c2cnccn2)cc1
  nt, 8.8
> O=C1/C(=C/c2ccc(N3CCOCC3)o2)SC(=Nc2ccccc2)N1CCc1c[nH]c2ccccc12
  4.3%, -0.8
> Cc1nn(C(C)(C)C)c(OC(=O)C2CCCC2)c1S(=O)(=O)c1ccccc1
  nt, -0.6
> CC(C)OC(=O)c1cc(C(=O)c2cc(F)ccc2O)coc1=N
  2.9%, 5.5
> COc1ccc(Cc2nnc(NC(=O)CSc3ccc(Cl)cc3)s2)cc1OC
  -0.7%, 4.7
> Cc1snc(S(=O)(=O)/C(C#N)=N/Nc2ccc(C(F)(F)F)cc2)c1C#N
  3.7%, nt
> CC(=O)c1ccc(NC(=O)COC(=O)c2nc(Cl)ccc2Cl)cc1
  -6.4%, 9.2
> O=S(=O)(c1ccccc1)c1cnc(-c2cccnc2)nc1-c1ccccc1
  0.3%, -4.9
> CCOc1ccc(OCc2ccc(C(=O)N3CCOCC3)cc2)cc1
  0.9%, nt
> COc1cc2c(cc1OC)CN(c1nc(-c3cccnc3)nc3ccccc13)CC2
  1.3%, 50.4
> O=C(NCc1ccc(F)cc1)c1cc2ccccn2n1
  2.2%, 1.6
> CCCCCOc1ccc(C(=O)OCC(=O)Nc2cc(C)c(C)cc2[N+](=O)[O-])cc1
  0.9%, 23.5
> CC1=C(c2ccccc2)[N+](=O)C2(CCCC2)N1[O-]
  7.5%, -3.1
> O=C(Nc1ccc(Br)cc1F)c1cccnc1
  -0.2%, 5.3
> CN(Cc1nc(-c2cccnc2)no1)S(=O)(=O)c1ccc2ccccc2c1
  -6.3%, 13.3
> O=C(NCc1nc(-c2ccccc2)no1)Nc1ccc(F)cc1
  -5.8%, 5.7
> O=C(O)c1ccccc1Nc1ccc([N+](=O)[O-])cc1C(=O)O
  4.1%, 19.6
> O=C(Nc1nc(-c2cccs2)cs1)c1ccc(Cl)s1
  -4.0%, -5.6
> O=C(Nc1nnc(Cc2ccc(Cl)cc2)s1)c1ccncc1
  1.0%, nt
> Cc1ccc2c(=O)oc(N(C)C)nc2c1
  -2.3%, nt
> COC(=O)c1cc2n(n1)CCN(Cc1ccccc1F)C2=O
  2.1%, -0.9
> COc1cccc(NC(=O)CCN2CCN(C)CC2)c1
  -3.0%, nt
> CC(C)=C1SC(N2CCN(c3ccc(C)c(Cl)c3)CC2)=NC1=O
  -2.5%, nt
> CCOC(=O)C1CCN(C(=O)c2ccccc2NC(=O)c2ccc(Br)cc2)CC1
  1.6%, -8.6
> Cc1ccc(Sc2c(C)[nH]n(C(C)(C)C)c2=O)cc1
  8.3%, -10.4
> O=C(CSc1nc2ncc(Cl)cc2[nH]1)c1c[nH]c2ccccc12
  0.3%, nt
> COC(=O)c1ccccc1NC(=O)c1cnc2sccn2c1=O
  -4.0%, nt
> O=C(NCc1ccc2c(c1)OCO2)c1ccc2c(c1)OCCO2
  -2.3%, nt
> O=c1cc(CN2CCN(c3cccc(Cl)c3)CC2)c2cc(O)c(-c3ccccc3)cc2o1
  nt, 2.1
> O=S(=O)(c1ccc2ccccc2c1)N1CCN(S(=O)(=O)N2CCOCC2)CC1
  0.7%, -7.8
> Cc1ccc(C)c(OCc2n[nH]c(=S)o2)c1
  -0.7%, nt
> Cn1c(=O)n(Cc2ccco2)c(=N)c2c3c(sc21)CCCC3
  1.7%, -5.1
> COc1ccc(N(Cc2cc3ccccc3[nH]c2=O)S(=O)(=O)c2ccccc2)cc1
  0.0%, 7.8
> Cc1ccc(C)c(C(C)NC(=O)c2ccccc2Br)c1 (centres undefined)
  -1.4%, -15.5
> Clc1ccc(N2CCNCC2)nn1
  2.3%, -7.7
> COc1ccccc1OCCC(=O)OCCN1C(=O)c2ccccc2C1=O
  0.0%, 22.2
> C=C(C)C(=O)Nc1cccc(C2=NOC3(C2)C[C@@H](C(N)=O)N(C(=O)C2(C)CC2)C3)c1 (some centres undefined)
  2.7%, nt
> C/C(=N\NC(=O)C(O)(c1ccccc1)c1ccccc1)c1ccc(C)o1
  -7.7%, 5.0
> Cc1ccc(S(=O)(=O)N2CCN(C(=O)C3CCN(C(=O)c4ccccc4C)CC3)CC2)cc1C
  -3.2%, -1.1
> O=C(c1ccc2c(c1)OCO2)N1CCN(c2ccc(Cl)cc2)CC1
  4.0%, 10.8
> O=C(CSc1nc(-c2ccc(F)cc2)cs1)N1CCN(C(=O)c2ccco2)CC1
  7.4%, 3.5
> CN1C/C(=C/c2ccsc2)C(=O)/C(=C/c2ccsc2)C1
  -4.3%, -11.1
> COc1cc(CNc2ccc3[nH]c(=O)[nH]c3c2)cc(Cl)c1OCC(=O)NC(C)(C)C
  -1.2%, 8.5
> CCOc1ccc2c(c1)[N+](C)(C)C(C)(C)C=C2C
  3.7%, 9.5
> Cc1cc(Nc2ccc(F)cc2C)n2ncnc2n1
  3.4%, 5.5
> CCCCNC(=O)CSc1nnc(-c2ccc(S(=O)(=O)N3CCCC3)cc2)n1C
  1.6%, nt
> O=c1c(=Nc2ccccc2O)c(=O)c2ccccc12
  2.9%, -3.1
> CC1CN(Cc2ccccc2)c2ccccc2NC1=S (centres undefined)
  -4.7%, -21.6
> COc1ccc(-c2nnc(SCC(=O)c3cc(C)n(Cc4cccs4)c3C)o2)cc1
  2.1%, -5.1
> O=C(O)c1cccc(-n2cccc2/C=C2\SC(=O)N(Cc3ccccc3F)C2=O)c1
  14.4%*, nt
> CC(C)C(=O)NS(=O)(=O)c1ccc(NS(C)(=O)=O)cc1
  -1.1%, nt
> S=C(NCc1ccc2c(c1)OCO2)NCc1ccco1
  3.5%, -8.5
> COC(=O)c1c(NS(C)(=O)=O)sc2c1CCCC2
  2.1%, -1.4
> CN=C(c1ccc(C)cc1)n1c(=S)nc(-c2ccc(C)cc2)n(C)c1=S
  8.1%, -7.7
> Cc1[nH]c(=O)[nH]c(=O)c1S(=O)(=O)N(C)Cc1ccccc1
  4.0%, nt
> CCC(C)Sc1nc2c(c(=O)n1C)SC(C)C2 (centres undefined)
  -2.5%, 7.0

In another format: 3 of the compounds above
SMILES,GlmU inhibition,RmlCD inh 1536
CCCCNC(=O)CSc1nnc(-c2ccc(S(=O)(=O)N3CCCC3)cc2)n1C,1.6%,nt
CC(C)C(=O)NS(=O)(=O)c1ccc(NS(C)(=O)=O)cc1,-1.1%,nt
O=C(O)c1cccc(-n2cccc2/C=C2\SC(=O)N(Cc3ccccc3F)C2=O)c1,14.4%*,nt

Next part
Each structure is followed by: GlmU inhibition, RmlCD inh 1536
> CC#CC[N+](C)(C)CCCCCCCCCC
  0.4%, 5.5
> CCOc1cc(C)c(Cl)cc1S(=O)(=O)NC1CC(C)(C)NC(C)(C)C1
  4.6%, -3.2
> O=C(NC1CCCCC1)N1CCCC1
  -0.5%, nt
> CCCCC(=O)O[C@]1(C(=O)CO)CC[C@H]2[C@@H]3CCC4=CC(=O)CC[C@]4(C)[C@H]3[C@@H](O)C[C@@]21C
  3.0%, nt
> CC1CCC(NC(=O)c2ccc(S(C)(=O)=O)cc2)CC1 (centres undefined)
  1.4%, -9.8
> Cc1cc2ncn(CCC(=O)NC(C)(C)C)c2cc1C
  2.4%, -14.1
> Nn1c(SCc2cccc(Cl)c2)nnc1-c1ccncc1
  -1.9%, -22.1
> CC(=O)c1ccc(C(=O)N(CCN(C)C)c2nc3c(Cl)cccc3s2)cc1
  -3.9%, 12.3
> N#Cc1cccc(OCC(=O)NC(=O)NCc2ccccc2)c1
  2.2%, 4.9
> O=C(CC(c1ccc(F)cc1)c1ccco1)N1CCCC1 (centres undefined)
  0.9%, nt
> O=C(CN(C1CCCCC1)S(=O)(=O)c1ccc(F)cc1)Nc1ccc2c(c1)OCO2
  3.7%, 3.5
> CCOc1ccc(CC(=O)C2C(=O)CCCC2=O)cc1OCC
  -3.4%, nt
> COc1ccc(C(=O)NCc2c(CC(C)C)oc(C)c2C(=O)O)cc1
  1.6%, nt
> CC(C(=O)O)N1C(=O)/C(=C/C=C/c2ccco2)SC1=S (centres undefined)
  61.4µM*, -1.6
> CCc1ccccc1NC(=O)CSc1n[nH]c(C)c1[N+](=O)[O-]
  0.9%, -1.2
> Cc1ccccc1-n1c(-c2csc3ccccc23)n[nH]c1=S
  4.5%, 4.2
> Cc1ccc(N2C(=O)NC(=O)C3(Cc4ccccc4N4CCN(c5ccccc5)CC43)C2=O)cc1 (centres undefined)
  3.2%, -6.5
> O=C1Cc2ccccc2C(c2ccccc2)N1 (centres undefined)
  6.9%, nt
> CCOc1ccc(C(=O)Nc2ccc3c(c2)OCO3)cc1OCC
  1.0%, 2.7
> COc1ccc2cc3cc(C(=O)Nc4ccc5c(c4)OCO5)oc3nc2c1
  1.1%, ?

An excerpt of these results, tab-delimited.
mol	GlmU inhibition	RmlCD inh 1536
CC(=O)c1ccc(C(=O)N(CCN(C)C)c2nc3c(Cl)cccc3s2)cc1	-3.9%	12.3
N#Cc1cccc(OCC(=O)NC(=O)NCc2ccccc2)c1	2.2%	4.9

Remaining list, next part:
Each structure is followed by: GlmU inhibition, RmlCD inh 1536
> O=C(CSc1nnnn1-c1ccccc1)Nc1ccc(Cl)cn1
  -0.4%, 2.8
> COc1ccc(NC(=O)c2ccccc2-c2ccc(C(F)(F)F)cc2)cc1S(=O)(=O)N1CCOCC1
  -6.5%, 8.6
> O=C1c2ccccc2C(=O)N1OS(=O)(=O)c1ccccc1
  -1.4%, nt
> COc1ccc(C(=O)Oc2cc(N)n(S(=O)(=O)c3ccccc3)n2)cc1
  1.0%, -10.3
> CCOC(=O)c1sc(SCC(=O)Nc2ccc(N(C)C)cc2)nc1N
  6.6%, 6.9
> O=C(CCCCCn1c(=S)[nH]c2ccc(N3CCOCC3)cc2c1=O)NC1CCN(Cc2ccccc2)CC1
  -3.0%, 5.0
> Cc1cc(C)nc(NS(=O)(=O)c2ccc(NC(=O)c3ccc4c(c3)OCCO4)cc2)n1
  1.6%, 0.1
> CCOC(=O)C1(C)/C(=N/Nc2ccccc2Cl)C(=O)C(=O)N1c1ccccc1 (centres undefined)
  3.1%, nt
> CC1C=CCC2C(=O)N(c3ccccc3OC(=O)c3ccco3)C(=O)C12 (centres undefined)
  2.9%, 2.4
> Cc1cccc(NC(=O)c2cccc(Cn3cc(Br)c([N+](=O)[O-])n3)c2)c1C
  -1.0%, nt
> C=CCn1c(COc2cccc3ccc(C)nc23)nnc1SCC(N)=O
  -0.5%, nt
> CCOC(=O)CSc1nc(NC#N)nc(N(CC)CC)n1
  -0.1%, -7.0
> CC1(C)CC(CCNC(=O)CCl)(c2ccccc2)CCO1 (centres undefined)
  -0.6%, 49.2
> Cn1c(CNC(=O)OC(C)(C)C)nnc1SCC(=O)N1CCOCC1
  5.3%, 0.7
> CCC(C)NC(=O)c1ccc(N2CCC3(CC2)OCCO3)c([N+](=O)[O-])c1 (centres undefined)
  -0.3%, 2.7
> COc1ccc(OC)c(NC(=O)c2ccc(NS(C)(=O)=O)cc2)c1
  -4.2%, 5.5
> N/C(COc1ncn(-c2ccccc2)n1)=N\S(=O)(=O)c1ccccc1
  1.0%, 3.0
> CCN1c2ccccc2NC2N=C(OC)C(c3ccccc3)C21 (centres undefined)
  -1.4%, nt
> COc1ccc2c(c1)-c1nc(/N=C/c3cccc(OC)c3O)sc1CC2
  7.2%, -11.1
> CCC(C)N1C(=O)CCC1C(=O)NCc1ccc2c(c1)OCO2 (centres undefined)
  -4.2%, 8.6
> COc1ccc(/C=C/C(=O)Nc2cccc(N3CCOCC3)c2)cc1OC
  -0.4%, 7.5
> Cc1ccc(S(=O)(=O)NC(c2ccccc2)C(C)C(=O)n2nc(C)cc2C)cc1 (centres undefined)
  8.7%, 8.5
> Cn1c(=O)c([N+](=O)[O-])c(NCCCn2ccnc2)c2ccccc21
  nt, -1.3
> CCOc1ccc(N2C(=O)C3C(C2=O)C3(c2ccccc2)c2ccccc2)cc1 (centres undefined)
  -5.6%, 7.8
> O=C(NCc1ccco1)C(c1ccco1)N(Cc1cccs1)C(=O)Cn1nnc2ccccc21 (centres undefined)
  -2.3%, 15.3
> CC1CCc2sc(C(=O)N/N=C/c3ccc(O)cc3)cc2C1 (centres undefined)
  -0.1%, 6.7
> CCOC(=O)C1=C(C)NC(=O)NC1c1ccco1 (centres undefined)
  -1.1%, nt
> COc1ccc(CCNc2ccncn2)cc1
  3.2%, nt
> COC(=O)CCC(=O)OC1(C)C(=O)C2=CN(C3CCCC3)C(c3ccc(OC)cc3)=CC2=C(Br)C1=O (centres undefined)
  3.8%, -7.8
> O=C1CN(C(=O)COC(=O)CCSc2ccccc2Cl)c2ccccc2N1
  nt, 7.2
> CC(NC(=O)COC(=O)C1CCN(S(=O)(=O)c2ccccc2C(F)(F)F)CC1)c1ccccc1 (centres undefined)
  -2.5%, 7.6
> CCOCCCNC(=O)C(NC(=O)c1ccccc1O)c1ccc(C)cc1 (centres undefined)
  1.6%, nt
